Source: PubChem
RXFP1 antag – RXFP1 (human) relaxin receptor antagonism; HEK293-RXFP1, relaxin-stimulated cAMP HTRF, 30 min; stronger effect = lower value; activity change, negative = inhibition, % at 57.5 µM; 0.59% of 350,000 active; AID 1259400;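 active = activity change of -60% or lower, but not beyond a set lower limit; inconclusive = change between -60% and -40%, or beyond the set limit; inactive = change above -40%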; also: % is scaled to controls: 0 for no effect and ±100 for the full control effect
APEX1 inh – APE1 (human) endonuclease inhibition; P27695; recombinant APE1, TAMRA/BHQ-2 abasic DNA cleavage fluorescence; Potency, µM (doses to about 65.8 µM), for the others: at the top dose activity change, negative = inhibition, usual class: inhibitors; 0.35% of 350,000 active;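 also: potency is read from the fitted curve at half-maximal effect; plate controls were vehicle for no effect and reference inhibitor for full effect; nearly all actives have a fitted effect of over 55% in size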
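Step 1: APE1 (0.75 nM) with compound, 15 min RT. Step 2: add 50 nM fluorophore/quencher THF duplex. Step 3: three fluorescence reads 60 s apart (525/598 nm); read 3 minus read 1 = reaction progress.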
Tb PGK inh – T. brucei PGK inhibition. P07378. PGK/GAPDH coupled, Kinase-Glo luminescence, 60 min. Potency, µM (titrated, usually from 57.5 µM), for inactives: at the top dose activity change, negative = inhibition, hits mostly inhibitors. 0.043% of 380,000 active; also: potency is read from the fitted curve at half-maximal effect; % is scaled to controls: 0 for no effect and ±100 for the full control effect; nearly all actives have a fitted effect of over 60% in size
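Luminescent ATP detection (Kinase-Glo Plus) follows a 60-minute room-temperature incubation, with wells lacking PGK as controls. Buffer: 100 mM TEA (pH 7.6), 5 mM MgCl2, 0.01% Tween-20. Coupling enzyme GAPDH (100 nM final) supplies unstable 1,3-BPG in-well.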
POLH inh – blocks human DNA polymerase eta activity; recombinant Pol eta, fluorescent DNA replication assay; Q9Y253; Potency, µM (doses to about 114 µM), without a hit: at the highest dose activity change, negative = inhibition, usual class: inhibitors; 1.2% of 390,000 active; AID 588591; also: potency is read from the fitted curve at half-maximal effect; % is scaled to controls: 0 for no effect and ±100 for the full control effect
Target sequence (Q9Y253 whole entry, looked up): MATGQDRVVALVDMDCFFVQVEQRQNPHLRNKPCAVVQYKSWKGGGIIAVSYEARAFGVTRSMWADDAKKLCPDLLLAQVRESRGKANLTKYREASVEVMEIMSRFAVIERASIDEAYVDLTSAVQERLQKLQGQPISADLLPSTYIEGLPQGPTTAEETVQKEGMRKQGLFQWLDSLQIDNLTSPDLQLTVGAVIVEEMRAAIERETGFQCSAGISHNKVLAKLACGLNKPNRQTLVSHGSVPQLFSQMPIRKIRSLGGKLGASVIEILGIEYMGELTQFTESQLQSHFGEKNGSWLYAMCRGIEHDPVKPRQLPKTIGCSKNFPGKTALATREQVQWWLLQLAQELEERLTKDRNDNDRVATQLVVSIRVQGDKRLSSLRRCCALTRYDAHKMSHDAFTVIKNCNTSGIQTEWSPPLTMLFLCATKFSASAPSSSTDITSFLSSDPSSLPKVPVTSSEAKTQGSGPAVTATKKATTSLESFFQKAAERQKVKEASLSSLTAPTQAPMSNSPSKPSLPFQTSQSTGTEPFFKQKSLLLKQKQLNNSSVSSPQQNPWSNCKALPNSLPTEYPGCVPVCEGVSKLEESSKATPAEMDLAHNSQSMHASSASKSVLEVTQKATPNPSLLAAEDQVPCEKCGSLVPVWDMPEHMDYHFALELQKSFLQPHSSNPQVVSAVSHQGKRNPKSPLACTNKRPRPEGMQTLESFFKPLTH
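Pol eta at 10 nM preincubated with compounds 15 min at room temperature; reaction started with fluorescent substrate (50 nM final) and read kinetically at 0 and 10 min.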
Pol kappa inh – inhibitors of human DNA polymerase kappa; Potency, µM (doses to about 107 µM), for the others: at the highest dose activity, negative = inhibition, most hits filed as inhibitors; purified Pol kappa, fluorescent DNA synthesis assay, 10 min; 0.53% of 400,000 active; Q9UBT6; also: potency is read from the fitted curve at half-maximal effect; % is scaled to controls: 0 for no effect and ±100 for the full control effect
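Enzyme at 10 nM met test compounds for 15 min at room temperature. Substrate addition (50 nM final) began the reaction, which was monitored by fluorescence at 0 and 10 min.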
BLM inh – blocks DNA unwinding by human BLM helicase; P54132; recombinant BLM DNA unwinding, fluorescence dequenching; Potency, µM (titrated, usually from 56.1 µM), inactives show at the highest dose activity change, negative = inhibition, usual class: inhibitors; 0.2% of 350,000 active; AID 2528;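 also: potency is read from the fitted curve at half-maximal effect; plate controls were vehicle for no effect and no enzyme for full effect; nearly all actives have a fitted effect of over 35% in size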
Pol beta inh – blocks human DNA polymerase beta activity. P06746. Pol beta primer extension/strand displacement, fluorescence kinetic. Potency, µM (highest dose often 114 µM), inactives show at the highest dose activity change, negative = inhibition, hits mostly inhibitors. 1.3% of 340,000 active. AID 485314; also: potency is read from the fitted curve at half-maximal effect; % is scaled to controls: 0 for no effect and ±100 for the full control effect
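Enzyme-only controls used 10 nM Pol beta; buffer lacking enzyme served as negative control. Compound preincubated 15 min, then 50 nM substrate added; 0 and 10 min reads at room temperature.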
Anesthetic bind – binds horse apoferritin like a general anesthetic; AID 485281; apoferritin/1-aminoanthracene competitive binding, fluorescence; 0.074% of 350,000 active; Potency, µM (doses to about 77.5 µM), for the others: at the highest dose activity change, negative = displacement, hits mostly inhibitors; also: potency is read from the fitted curve at half-maximal effect; % is scaled to controls: 0 for no effect and ±100 for the full control effect; nearly all actives have a fitted effect of over 20% in size
Target sequence (P02791 2-175 limits assumed): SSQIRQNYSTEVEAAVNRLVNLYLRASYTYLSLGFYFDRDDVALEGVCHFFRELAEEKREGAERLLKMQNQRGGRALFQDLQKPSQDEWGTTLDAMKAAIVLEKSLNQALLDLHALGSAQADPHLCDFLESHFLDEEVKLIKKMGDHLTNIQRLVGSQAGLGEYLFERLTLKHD
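Steps: apoferritin (10 uM) was premixed with half-saturated 1-AMA in PBS, compounds were pin-transferred, plates stood 10 min at room temperature, fluorescence was read at 380/535 nm, and curves were fitted with a Hill equation.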
POLI inh – inhibitors of human DNA polymerase iota; 1% of 390,000 active; Q9UNA4; Potency, µM (series often up to 115 µM), inactives show at the top dose activity, negative = inhibition, hits mostly inhibitors; Pol iota fluorescent replication assay, 10 min; AID 588590; also: potency is read from the fitted curve at half-maximal effect
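Pol iota at 10 nM preincubated 15 min with compounds at room temperature; reaction started with fluorescent substrate, 50 nM final. Fluorescence read kinetically at 0 and 10 min; buffer-only wells as negative control.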
Numbers without * were called inactive; i = inactive; ? = inconclusive; · = not tested or not shown; & = joins results of further samples; [ ] = remark or other dose. Unless noted, calls follow the shape of the dose curve; as a rule, active = well fitted curve in the direction sought with a large enough effect; inconclusive = small, poorly fitted or top-dose-only effect, or another doubt; inactive = no such curve, though single readings can be large; an effect the other way counts as inactive or inconclusive. Only part of the results is shown; count on the stated rates, not on these rows.

RXFP1 antag	APEX1 inh	Tb PGK inh	POLH inh	Pol kappa inh	BLM inh	Pol beta inh	Anesthetic bind	POLI inh	smiles
-38	4%	i	-13%	6%	-3%	-12%	?	51%[activator]	COC(=O)c1ccc(/C=N/NC(=O)CC(=O)NC2CCCCC2)cc1
-6	·	-1%	4%	17%	-3%	24%	?	3%	Cc1ccc(OCc2nnc(-c3ccccc3)o2)cc1
-8	-2%	-10%	0%	9%	-9%	7%	-9%	17%	O=C(N/N=C/c1ccc(Cl)c([N+](=O)[O-])c1)C1CC1
·	4%	-9%	-26%	-17%	-9%	-11%	-3%	-11%	Cc1ccc(-c2nc(SCC(=O)Nc3cc(S(=O)(=O)N4CCCCC4)ccc3Cl)n[nH]2)cc1
3	10%	0%	-2%	-4%	-1%	5%	-8%	14%	C=CCC(O)(CCN1CCCCC1)c1ccccc1 (stereo not drawn)
-18	-16%	i	-10%	-2%	1%	40%	-2%	16%	Cc1sc(NC(=O)CSc2nnc(N)s2)c(C#N)c1C
-3	-2%	-6%	5%	-6%	-2%	3%	-12%	3%	O=C1CCC(=O)N1OCCCOc1ccccc1
2	1%&-1%	-9%	-8%	5%[60.1 µM]	-5%&-7%	-1%	4%&4%	-6%	N=c1ccn2c(n1)O[C@H]1[C@H](O)[C@@H](CO)O[C@H]12
-5	-2%	-5%	-14%	-20%	-14%	-1%	-7%	20%	Cc1occc1C(=O)Nc1cc(C(F)(F)F)ccc1Cl
0	1%	i	-19%	4%	-4%	2%	-16%	10%	O=C(NNC(=O)c1n[nH]c(=O)c2ccccc12)c1ccc(Br)cc1
·	-3%	·	·	·	-11%	41%	-8%	·	COc1ccc(OC)c(C2C(C(=O)c3ccco3)=C(O)C(=O)N2CCN2CCOCC2)c1 (stereo not drawn)
·	-10%	7%	2%	2%	·	·	·	5%	O=C(NC[C@@H]1CC[C@@H](Cc2ccc(-c3ccccc3)cc2)O1)Nc1ccc(Br)cc1
0	19%	-7%	3%	-2%	-7%	-1%	-14%	-4%	O=C(Cc1ccccc1[N+](=O)[O-])NC1CCN(Cc2ccccc2)CC1
-6	14%	5%	-25%	-8%	-3%	28%	-14%	-5%	COc1ccc(NC(=O)C2CCCN(S(=O)(=O)c3ccccc3)C2)c(OC)c1 (stereo not drawn)
-9	-1%	-2%	3%	-1%	-2%	2%	-19%	?	O=S(=O)(c1ccc(F)cc1)N1CCN(c2ccccc2)CC1
-7	-4%	-9%	-3%	-15%	-4%	0%	-17%	11%	CC1CCC2C(=O)N(c3ccccc3OC(=O)c3ccccc3)C(=O)C2C1 (stereo not drawn)
2	?	4%	?	-12%	-9%	-9%	9%	20%	O=C(COn1nnc2ccc(C(F)(F)F)cc21)Nc1nnc(-c2ccccc2)o1
·	-1%	·	·	·	-4%	4%	?	·	COc1ccc(C(=O)NCC(O)COc2ccc(C(C)(C)C)cc2)cc1[N+](=O)[O-] (stereo not drawn)
-13	-22%	0%	-1%	-9%	·	·	·	21%	CC(=O)Nc1ccc(NC(=O)C(C)OC(=O)C(C)SCC(=O)Nc2ccc(F)cc2)cc1 (stereo not drawn)
2	·	·	·	-6%	-3%	2%	-10%	7%	O=C(Nc1nonc1-c1ccc(Br)cc1)c1ccco1
-3	3%	-11%	-10%	1%	2%	13%	-16%	6%	Cc1ccccc1-n1ccnc1SCC(=O)O
11&-7	14%&-1%	-1%	-9%&5%	4%&-9%	-4%&-2%	12%&29%	-15%&-10%	-2%&20%	N#C/C(=N\O)c1nc(-c2ccccc2)cs1
-9	-1%	i	-18%	-7%	-4%	1%	-10%	?	CCn1c(=O)c(C(=O)CN(C)Cc2cccc(OC)c2OC)c(N)n(Cc2ccccc2)c1=O
4	5%	-5%	-11%	-23%	·	·	·	21%	CC1CCC(NC(=O)CCN2C(=O)C3CC=CCC3C2=O)CC1 (stereo not drawn)
8	18%	-5%	0%	0%	-1%	23%	-7%	-12%	COc1cccc(C2=NOC(C(=O)Nc3cccnc3)C2)c1 (stereo not drawn)
2	8%	-4%	-6%	-11%	-5%	4%	-6%	-18%	CCSc1nnc2c3cc(CC)ccc3n(C)c2n1
-6	·	i	-10%	-4%	1%	-21%	-8%	17%	COc1ccccc1/C=C(\C#N)c1nc(-c2cc3ccccc3oc2=O)cs1
·	-5%	-5%	-18%	3%	-4%	-27%	89%[activator]	-18%	CCCn1c(C)cc(/C=C(\C#N)C(=O)OCC(=O)Nc2cccc(OC)c2)c1C
17	34%	·	-8%	-3%	2%	-10%	-4%	-14%	CCn1c2ccc(F)cc2c2nnc(SCCN3CCOCC3)nc21
10	20%	4%	-15%	-10%	0%	9%	0%	12%	Cc1cnc(C(=O)Nc2nc(-c3ccccc3)cs2)cn1
13	4%	9%	?	-10%	-13%	7%	?	12%	O=C(NCc1ccccc1F)c1ccc(S(=O)(=O)Nc2cccc(C(F)(F)F)c2)cc1
-5	0%	-9%	-7%	0%	-4%	10%	-4%	-3%	CC1CN(c2oc(-c3cccs3)nc2C#N)CC(C)O1 (stereo not drawn)
0	-2%	i	7%	-23%	4%	13%	-16%	21%	CCN1CCCC1CNS(=O)(=O)c1cc(Br)cc2c1N(C(=O)C1CC1)CC2 (stereo not drawn)
-2	0%	-7%	-11%	-8%	-2%	2%	-15%	5%	Cc1ccc(C(=O)Nc2cccc(C(=O)O)c2)cc1S(=O)(=O)N1CCCCC1
12	-1%	9%	-19%	-5%	1%	-10%	-12%	19%	CCOC(=O)C1=C(c2ccccc2)Nc2ncnn2C1c1cc(OC)cc(OC)c1OC (stereo not drawn)
2	-3%	-4%	-9%	-14%	1%	34%	-2%	2%	O=C1CN2NC(=S)N(c3ccccc3)C2=CN1c1ccc(Cl)cc1
-5	15%	-1%	-3%	-5%	·	·	·	33%[activator]	O=C(c1cc(-c2cccs2)nc2ccccc12)N1CCN(CCO)CC1
35	-3%	-1%	-13%	-5%	0%	0%	-8%	-24%[58.9 µM]	CNC(=O)C(Sc1nc(C)nc2c1oc1ccccc12)C(C)=O (stereo not drawn)
-16	·	i	-10%	0%	2%	4%	-9%	-14%	COc1cc(OC)c(NC(=O)Cn2c(=O)cc(C(F)(F)F)c3c(C)nn(C)c32)cc1Cl
-11	-10%	-8%	-11%	-45%	-6%	10µM*	-10%	?	COc1ccc(O)c(/C=N/NC(=O)c2ccc(N3CCCC3=O)cc2)c1
·	0%	0%	-13%	-19%	-4%	26%	-15%	14%	CCN(CC)S(=O)(=O)c1ccc2c(c1)c(=O)c(C(=O)NCc1cccs1)cn2C
-11	-8%	-7%	-12%	-9%	-4%	17%	-11%	10%	COc1ccccc1OCC(=O)Nc1cc(S(=O)(=O)N2CCCCC2)ccc1N1CCCCC1
7	3%	6%	-11%	-9%	5%	42%	-5%	-4%	COc1cc2c(cc1OC)C(c1cccc([N+](=O)[O-])c1)NC(=O)C2 (stereo not drawn)
-7	1%	-4%	-22%	-2%	1%	-21%	-3%	20%	CCCn1c(SCC(=O)Nc2cc(Cl)ccc2OC)n[nH]c1=O
4	-7%	-12%	-15%	-9%	·	·	·	15%	COc1ccc([N+](=O)[O-])cc1NS(=O)(=O)c1cc(C(=O)N2CCN(C)CC2)ccc1OC
4	5%	9%	-9%	-3%	-2%	12%	-15%	73%[activator]	COc1ccc(NC(=O)CSc2ccccn2)c([N+](=O)[O-])c1
-4	-1%	-3%	2%	-17%	·	·	·	18%	CCNC(=S)NNC(=O)c1ccc(S(=O)(=O)NCc2ccco2)cc1
·	·	-9%	-14%	3%	·	·	·	24%	O=c1cc(CCc2ccccc2)oc2cccc(O)c12
4	1%	5%	-2%	-3%	-2%	22%	0%	4%	NC(=O)Nc1ccc(F)cc1
2	14%	i	-14%	-20%	-4%	-2%	-6%	15%	CCN1CCCc2cc(CN(CCN3CCOCC3)C(=O)Nc3ccc(C)c(C)c3)ccc21
·	3%	-6%	-16%	2%	-8%	46%	-11%	22%	COCCNCCCOc1ccc(Br)cc1Cl
-4	-4%	-4%	-18%	-4%	-13%	?	8%	54%[activator]	COc1cccc(CNC(=O)CNC(=S)N(Cc2ccccc2)Cc2ccccc2F)c1
8	2%	-8%	0%	5%	-1%	-1%	-5%	25%	CCOC(=O)C1(C)NC(c2cc(OC)c(OC)c(OC)c2)C2C(=O)N(CC)C(=O)C21 (stereo not drawn)
-3	·	10%	-18%	-21%	-5%	4%	2%	-4%	C=Cc1ccc(Cn2c(=O)cc(C)c3c(C)nn(-c4ccccc4)c32)cc1
-2	-1%	0%	-12%	-21%	-7%	0%	-9%	14%	S=C(c1ccccc1)N1CCCc2ccccc21
1	-4%	-6%	-6%	-9%	-4%	17%	-10%	96%[activator]	O=C(NCc1cccc2[nH]ccc12)C1CCC(=O)N(CCc2ccccc2)C1 (stereo not drawn)
-8	13%	1%	-12%	-7%	-1%	8%	-2%	8%	CCNc1nc2c(c(=O)[nH]c(=O)n2C)n1CCCc1ccccc1
-12	-9%	-2%	-26%	-9%	-10%	0%	-9%	78%[activator]	O=C(Cc1c(Cl)cccc1Cl)Nc1cccc(S(=O)(=O)N2CCOCC2)c1

Among those listed so far, these contain a thiophene ring, fused or not.
RXFP1 antag	APEX1 inh	Tb PGK inh	POLH inh	Pol kappa inh	BLM inh	Pol beta inh	Anesthetic bind	POLI inh	smiles
-18	-16%	i	-10%	-2%	1%	40%	-2%	16%	Cc1sc(NC(=O)CSc2nnc(N)s2)c(C#N)c1C
-5	0%	-9%	-7%	0%	-4%	10%	-4%	-3%	CC1CN(c2oc(-c3cccs3)nc2C#N)CC(C)O1 (stereo not drawn)
-5	15%	-1%	-3%	-5%	·	·	·	33%[activator]	O=C(c1cc(-c2cccs2)nc2ccccc12)N1CCN(CCO)CC1
·	0%	0%	-13%	-19%	-4%	26%	-15%	14%	CCN(CC)S(=O)(=O)c1ccc2c(c1)c(=O)c(C(=O)NCc1cccs1)cn2C
